# High-throughput results deposited in PubChem BioAssay by Emory University Molecular Libraries Screening Center.
# 14-3-3g Raf – alters human 14-3-3 gamma binding to Raf peptide | AID 422 | inhibition, % at 40 µM | FP, 14-3-3gamma / TMR-pS259-Raf peptide binding | hit rate 0.19% among 160,000; in the data active = inhibition above about 30%;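 note: 0% = protein plus tracer without compound and 100% = blank with tracer alone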
# Target sequence (P61981 whole entry, looked up): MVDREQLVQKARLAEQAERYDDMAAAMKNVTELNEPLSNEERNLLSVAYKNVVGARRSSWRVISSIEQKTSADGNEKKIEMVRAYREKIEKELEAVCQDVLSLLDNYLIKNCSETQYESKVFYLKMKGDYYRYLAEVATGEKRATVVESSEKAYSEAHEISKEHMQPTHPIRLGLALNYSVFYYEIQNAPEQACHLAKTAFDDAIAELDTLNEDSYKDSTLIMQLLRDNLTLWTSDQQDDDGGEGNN
# Active calls of the source: *; & = joins results of further samples. Not all compounds are listed. The share of hits here may be higher or lower than overall.
14-3-3g Raf,Molecule
-7,COc1ccccc1Nc1nc2ccccc2[nH]1
-11&-2,Cc1cc(C)c(C#N)c(SC2CCCCC2=O)n1 (centres undefined)
-6,COc1ccc2c(c1)c(=O)oc1cc(OCC(=O)N3CCC(C)CC3)ccc12
-2&-7,COCCn1c(SCC(=O)c2ccccc2)nc2c(c1=O)SC(C)C2 (centres undefined)
9,O=C(NC1CC1)C1CCCN1S(=O)(=O)c1ccc2ccccc2c1 (centres undefined)
-6,CC1=C(C(=O)Nc2cccc(C)n2)C(c2cccc(Br)c2)C2=C(CC(C)(C)CC2=O)N1 (centres undefined)
0,CNc1nc(SCc2ccccc2)nc(N2CCOCC2)n1
-2,O=P(c1cccs1)(c1cccs1)c1cccs1
-7,CCc1cccc(CC)c1NS(=O)(=O)c1ccc2c(c1)CCCN2C(C)=O
-2,C/C(Cl)=C/Cn1c(SC(C)C)nc2c1c(=O)[nH]c(=O)n2C
-9,Cc1cccc(NCc2nc3ccccc3n2Cc2ccccc2F)c1
2,O=C(Nc1cc2ccccc2oc1=O)c1ccc(Cl)c([N+](=O)[O-])c1
3,COc1ccc(-c2cc(C(N)=O)on2)c(OC)c1
6,CCOc1ccc(C(=O)Nc2nnc(C)s2)cc1OCC
-8,Cc1ccc(S(=O)(=O)NCC(=O)N(CC(=O)NCC2CCCO2)C2CCCC2)cc1 (centres undefined)
-1,CC1(NCC(O)COc2cccc3[nH]ccc23)CCC(C(C)(C)NC(=O)CBr)CC1 (centres undefined)
-2,O=C(CN1C(=O)CCS(=O)(=O)c2ccccc21)NCc1ccccc1
-2,CN1CCN(CCCNC(=O)C2c3ccccc3C(=O)N(C)C2c2cn(C)c3ccccc23)CC1 (centres undefined)
-13,Cc1cc2c(c(=O)n1CCN(C)C)C(c1ccccc1Br)C(C#N)=C(N)O2 (centres undefined)
-7,COc1ccc(NC(=O)COc2ccc(Br)c(C)c2)c(OC)c1
-116,COc1ccc(Br)cc1C1Nc2ccc(Cl)cc2C2C=CCC21 (centres undefined)
-13,COc1ccc(-c2cc(C(F)(F)F)nc(N3CCC(C)CC3)n2)cc1OC
-1,Cc1cc2nc(-c3ccco3)cc(C(F)(F)F)n2n1
-6,CCCNC(=O)c1ccc(NCC2CCCO2)c([N+](=O)[O-])c1 (centres undefined)
1,CCOc1cccc(C2CC(c3ccc4c(c3)OCO4)=NC(c3ccc(C(F)(F)F)cc3)N2)c1O (centres undefined)
-9,COc1ccc(OC)c(CN2C(=O)CCC2(C)C(=O)NC2CCCCCCC2)c1 (centres undefined)
5,O=c1cc(N2CCN(c3cccc(Cl)c3)CC2)[nH]c(=O)n1C1CCCCC1
-3,CC1CC(C)CN(S(=O)(=O)c2ccc(C(=O)Nc3nc4ccccc4s3)cc2)C1 (centres undefined)
-8,CCOC(=O)C1CCCN(C(=O)CNS(=O)(=O)c2ccc(Br)s2)C1 (centres undefined)
-1,Cn1c(N)c(C(=O)COC(=O)c2ccco2)c(=O)n(C)c1=O
-23,CCOC(=O)c1c(NC(=O)c2cc3n(n2)C(C(F)(F)F)CC(c2ccco2)N3)sc2c1CCCCC2 (centres undefined)
3,CC(C)CC(=O)Nc1ccccc1C(=O)Nc1ccc(C(=O)O)cc1
13,CCOCc1nnc(NC(=O)c2cccs2)s1
-3&0,CCSc1nc2c(c(=O)[nH]c(=O)n2C)n1Cc1ccc(Cl)cc1
-5,CCN(C(=O)c1cc2cc3ccc(C)cc3nc2s1)c1ccc(OC)cc1
1,O=S(=O)(NCCSCc1ccco1)c1ccc(Cl)cc1
-208,CC(C)c1nc2ccc(Oc3ccc4nc(C(C)C)[nH]c4c3)cc2[nH]1
1,O=C(Nc1ccc2c(c1)OCO2)C1c2ccccc2C(=O)N2CCc3ccccc3C12 (centres undefined)
6&-2,COCCn1c(=S)[nH]c2cc(C(=O)N3CCN(c4ccccc4OC)CC3)ccc2c1=O
0,COc1ccc(-n2nc(C(=O)NCC(=O)Nc3nc4ccccc4s3)c3ccccc3c2=O)c(OC)c1
-3,O=C(Nc1ncc(-c2ccccc2)s1)c1cc(=O)c2ccccc2o1
-16,COc1ccc(C(=O)Nc2cc(C(=O)Nc3ccc(OC(F)(F)F)cc3)ccc2N2CC3CC(C2)c2cccc(=O)n2C3)cc1 (centres undefined)
2,COC(=O)COc1ccc(S(=O)(=O)Nc2ccc(C(N)=O)cc2)cc1Cl
-7,Cc1nnc(Nc2ccc(C(=O)N3CCOCC3)cc2)c2ccccc12
0,COc1cc(OC)c(NC(=O)c2sc3nc(C)n(C)c(=O)c3c2C)cc1Cl
-8,COC(=O)c1[nH]c2ccccc2c1NC(=O)CCN1CCSCC1
0,COc1ccc(Nc2ncnc3c2cnn3Cc2ccccc2)cc1OC
-8,CCOc1ccc(C(=O)Nc2ccc(-c3nc4ncccc4o3)cc2)cc1Cl
-2,Cc1ccc(S(=O)(=O)N2CCCN(S(=O)(=O)c3ccc4c(c3)OCCO4)CC2)cc1
0,CC1(C)CC(=O)c2sc(NC(=O)c3ccco3)nc2C1
-6,CCOc1ccc(CNC(=O)C2c3ccccc3C(=O)N(C)C2c2c[nH]c3ccccc23)cc1 (centres undefined)
-24,COc1ccc(-c2csc(NC(=O)c3ccc(S(=O)(=O)N4CCCCC4)cc3)n2)cc1
6,CCOc1ccc(N2CC(C(=O)OCC(=O)Nc3ccccc3C(F)(F)F)CC2=O)cc1 (centres undefined)
2,O=C(Nc1ccccc1C(=O)Nc1ccc(Br)cc1)c1ccccc1F
-7,COc1ccccc1S(=O)(=O)Cc1ccc(C(=O)N2CCN(c3ccc(C)cc3)C(C)C2)o1 (centres undefined)
-2,O=C(NCC1CCCO1)c1ccc(S(=O)(=O)N2CCCCC2)cc1 (centres undefined)
3,O=C(CCn1c(=S)oc2ccccc21)Nc1ccc(F)c([N+](=O)[O-])c1
2,CSc1ccccc1NC(=O)c1cccnc1
-13,COc1ccc(-c2cc(C(F)(F)F)nc(SCC(=O)Nc3cc(C)on3)n2)cc1OC
-4,Cc1ccc(-c2cc(C(=O)O)c3cc(Br)ccc3n2)o1

# Other compounds:
14-3-3g Raf,Molecule
-10,CCOC(=O)C1CCN(C(=O)c2ccc(Cl)c(S(=O)(=O)N3CCOCC3)c2)CC1
21,COc1ccc(CCNC(=O)c2ccc3c(=O)n(-c4ccc(F)cc4)c(=S)[nH]c3c2)cc1OC
-132,CC(C)Sc1oc(-c2cccs2)nc1S(=O)(=O)c1ccc(Br)cc1
-2,CCOc1ccc(NC(=O)C2c3ccccc3C(=O)N(C)C2c2ccc(OC)cc2)cc1 (centres undefined)
-35,CC1CC(C)CN(S(=O)(=O)c2ccc(C(=O)Nc3nc(-c4ccc(Br)s4)cs3)cc2)C1 (centres undefined)
0,N#CCc1ccc(NC(=O)c2ccc(Br)o2)cc1
-9,COc1cc(C=Nc2c(C)n(C)n(-c3ccccc3)c2=O)c([N+](=O)[O-])cc1OC
-2,CCc1ccc(OCC(=O)N/C(=N\c2nc(C)cc(C)n2)Nc2ccccc2)cc1
-3,Cc1ccccc1NC(=O)CCN1CCN(Cc2ccccc2)CC1
-3&-11,Cc1oc2ccc(OCc3ccc(F)cc3)cc2c1C(=O)O
1,CCC(=O)Nc1ccccc1Oc1ccccc1
-3,CC1=C(C(=O)OCCOc2ccccc2)C(c2ccc([N+](=O)[O-])cc2)C2=C(CCCC2=O)N1 (centres undefined)
-4,Oc1cccc(C=NCc2ccccc2)c1O
1,CC(=O)NS(=O)(=O)c1ccc(NC(=O)CC(C)(C)C)cc1
-3,Cc1nc2ccccc2nc1SC(C(=O)O)c1ccccc1 (centres undefined)
-4,Cc1ccc(-n2ncc3c(NC(c4ccccc4)c4ccccc4)ncnc32)c(C)c1
-15,CCOC(=O)Cc1nnc(NC(=O)COc2ccc(C)cc2)s1
-5,CCC(=O)N1CCc2cc(S(=O)(=O)CCC(=O)NCc3cccs3)ccc21
8,CC(=O)NC(=O)c1cc2ccc(OC(C)=O)cc2oc1=Nc1ccc(C)cc1
1,COc1cccc(C2/C(=C(\O)c3ccc4c(c3)OCCO4)C(=O)C(=O)N2CCCN(C)C)c1OC (centres undefined)
-4,Cc1nn(-c2ccccc2)c(C)c1Sc1ccc(Br)cc1
-6,CCOC(=O)N1CCN(C(=O)c2ccc3c(=O)n(Cc4ccc(Cl)cc4)c(=S)[nH]c3c2)CC1
0,Cc1ccc(S(=O)(=O)N2CCC(N(C)CCC(C)C)CC2)cc1
-11,CCc1ccc2nc(N3CCC(C(=O)NCCCN4CCCC4)CC3)sc2c1
-8,O=C(CCn1c(=O)c2ccccc2n(Cc2cccc([N+](=O)[O-])c2)c1=O)N1CC=C(c2ccccc2)CC1
-1,COc1ccc(N2CCN(C(=O)c3cc4c(=O)[nH]c5ccccc5c4s3)CC2)cc1
-3,Cc1ccc(C)c(OCC(O)CN2C(C)CCCC2C)c1 (centres undefined)
-16,CC1CCCCN1CCCNC(=O)c1cc(-c2ccc(Cl)s2)nc2ccccc12 (centres undefined)
4,CCN1CCN(CCCNC(=O)C2CCN(S(=O)(=O)N3CCCCC3)CC2)CC1
0,CC1(C)CC(=O)C=C(N2CCN(C3=CC(=O)CC(C)(C)C3)CC2)C1
1,CCOC(=O)c1c(C)[nH]c(C)c1C(=O)CN1C(=O)NC(CC(C)C)C1=O (centres undefined)
3,CCOc1ccc(N2CC(O)Cn3c2nc2c3c(=O)[nH]c(=O)n2C)cc1 (centres undefined)
-5,O=C(Cn1nc(-c2ccc(Cl)cc2)ccc1=O)NCCCN1CCOCC1
-17,O=C(NCCCN1CCOCC1)NC12CC3CC(CC(C3)C1)C2
-3,Cn1c(=O)c(-c2ccc3ccccc3n2)cc2cc(Br)ccc21
-4,Cn1cccc1C(=O)OCC(=O)Nc1ccc2c(c1)CCC2
-3,N#C/C=C1\n2c(nc3ccccc32)OC12CCCCC2
0,CCOc1ccc(NC(=O)c2oc3ccccc3c2NC(=O)C2CC2)cc1
-1,COC(=O)C1=C(O)CCN(C)C1
-6,O=C(CN1C(=O)COc2ccccc21)N1CCCCC1
-6,CC(C)CCOC(=O)c1ccc2c(c1)C(=O)N(c1cccc3ccccc13)C2=O
-10,COc1ccc(N2CCN(/C(=N\S(=O)(=O)c3ccccc3)Nc3nc(C)cc(C)n3)CC2)cc1
-1,CCCCNC(=O)c1c(NC(=O)c2ccccc2)sc2c1CCCC2
-10,O=S(=O)(c1ccccc1)c1ccc(NCc2ccco2)cc1
-5,O=C1CC(NCc2cccnc2)C(=O)N1c1ccc(Cl)cc1 (centres undefined)

# 24 consecutive records out of the list so far, for reference:
14-3-3g Raf,Molecule
1,COc1cccc(C2/C(=C(\O)c3ccc4c(c3)OCCO4)C(=O)C(=O)N2CCCN(C)C)c1OC (centres undefined)
-4,Cc1nn(-c2ccccc2)c(C)c1Sc1ccc(Br)cc1
-6,CCOC(=O)N1CCN(C(=O)c2ccc3c(=O)n(Cc4ccc(Cl)cc4)c(=S)[nH]c3c2)CC1
0,Cc1ccc(S(=O)(=O)N2CCC(N(C)CCC(C)C)CC2)cc1
-11,CCc1ccc2nc(N3CCC(C(=O)NCCCN4CCCC4)CC3)sc2c1
-8,O=C(CCn1c(=O)c2ccccc2n(Cc2cccc([N+](=O)[O-])c2)c1=O)N1CC=C(c2ccccc2)CC1
-1,COc1ccc(N2CCN(C(=O)c3cc4c(=O)[nH]c5ccccc5c4s3)CC2)cc1
-3,Cc1ccc(C)c(OCC(O)CN2C(C)CCCC2C)c1 (centres undefined)
-16,CC1CCCCN1CCCNC(=O)c1cc(-c2ccc(Cl)s2)nc2ccccc12 (centres undefined)
4,CCN1CCN(CCCNC(=O)C2CCN(S(=O)(=O)N3CCCCC3)CC2)CC1
0,CC1(C)CC(=O)C=C(N2CCN(C3=CC(=O)CC(C)(C)C3)CC2)C1
1,CCOC(=O)c1c(C)[nH]c(C)c1C(=O)CN1C(=O)NC(CC(C)C)C1=O (centres undefined)
3,CCOc1ccc(N2CC(O)Cn3c2nc2c3c(=O)[nH]c(=O)n2C)cc1 (centres undefined)
-5,O=C(Cn1nc(-c2ccc(Cl)cc2)ccc1=O)NCCCN1CCOCC1
-17,O=C(NCCCN1CCOCC1)NC12CC3CC(CC(C3)C1)C2
-3,Cn1c(=O)c(-c2ccc3ccccc3n2)cc2cc(Br)ccc21
-4,Cn1cccc1C(=O)OCC(=O)Nc1ccc2c(c1)CCC2
-3,N#C/C=C1\n2c(nc3ccccc32)OC12CCCCC2
0,CCOc1ccc(NC(=O)c2oc3ccccc3c2NC(=O)C2CC2)cc1
-1,COC(=O)C1=C(O)CCN(C)C1
-6,O=C(CN1C(=O)COc2ccccc21)N1CCCCC1
-6,CC(C)CCOC(=O)c1ccc2c(c1)C(=O)N(c1cccc3ccccc13)C2=O
-10,COc1ccc(N2CCN(/C(=N\S(=O)(=O)c3ccccc3)Nc3nc(C)cc(C)n3)CC2)cc1
-1,CCCCNC(=O)c1c(NC(=O)c2ccccc2)sc2c1CCCC2

# The results go on.
14-3-3g Raf,Molecule
-5,O=C1C2C3C=CC(C3)C2C(=O)N1CC1CCCO1 (centres undefined)
-7,COc1cccc2cc(C(=O)N3CCN(C/C=C/c4ccccc4)CC3)c(=O)oc12
-2,CCOc1ccccc1N1C(=O)C2C3c4ccccc4C(C(=O)O)(c4ccccc43)C2C1=O (centres undefined)
-11,O=C(CNS(=O)(=O)c1ccc(Br)s1)N1CCN(Cc2ccccc2)CC1
-13,c1ccc2[nH]c(CSc3nc4ccccc4n3C3CCCCC3)nc2c1
-1,CCC(C(=O)OCCN(CC)CC)c1ccccc1 (centres undefined)
-6,CS(=O)(=O)N(CC(=O)NCc1ccc2c(c1)OCO2)c1ccccc1
-7,Cc1cccc(CN2CCN(CC(=O)O)C2=O)c1
-1&-1,O=C(Nc1nc2c(s1)CCc1ccccc1-2)c1ccco1
5,Cc1nc2ccc(S(=O)(=O)NCC(=O)N3CCC(C)CC3)cc2s1
2,Cc1ccc2cc3cc(C(=O)NCC4(c5ccccc5)CCCC4)oc3nc2c1
-4,CN(Cc1ccccc1)c1nc(-c2ccccc2F)nc2ccccc12
-3,COc1cccc(C(c2sc3ncnn3c2O)N2CCc3ccccc3C2)c1 (centres undefined)
-1,Cc1cccc(-n2nc3c(c2NC(=O)c2ccccc2[N+](=O)[O-])CS(=O)(=O)C3)c1C
-89,O=C(COc1ccc(Br)cc1)Nc1cccc2nsnc12
-10,CC1CCC2C(=O)N(c3ccc(OC(C)C(=O)c4ccccc4)cc3)C(=O)C2C1 (centres undefined)
-5,COc1ccc(C(=N/O)/C(=N/O)c2ccc(OC)cc2)cc1
